CRFR2-BP ag: CRF-BP/CRF-R2 complex agonism; activation, % at 13.2 µM; HEK293 CRF-R2/CRF-BP, calcium dye fluorescence (FLIPR); percent of saturating CRF peptide response; hit rate 0.46% among 350,000; AID 588473;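 active = activation of at least 50%, plus an integration ratio under a set limit after plate pattern correction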;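 note: plate controls were neutral control wells without compound for no effect and CRF at EC100 for full effect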
CHRM5 agonist: agonists of human muscarinic M5 receptor (CHRM5) | activation, % at 3 µM | AID 624037 | P08912 | hit rate 0.19% among 360,000 | CHO-K1 hM5 cells, Fluo-8 calcium fluorescence; 0% DMSO wells, 100% maximal acetylcholine response;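 active = activation above the run's mean over test compounds plus 3 SD, cut at about 23% in these data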;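 note: signal is peak over basal fluorescence ratio across the kinetic read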
Target sequence (P08912 whole entry, looked up): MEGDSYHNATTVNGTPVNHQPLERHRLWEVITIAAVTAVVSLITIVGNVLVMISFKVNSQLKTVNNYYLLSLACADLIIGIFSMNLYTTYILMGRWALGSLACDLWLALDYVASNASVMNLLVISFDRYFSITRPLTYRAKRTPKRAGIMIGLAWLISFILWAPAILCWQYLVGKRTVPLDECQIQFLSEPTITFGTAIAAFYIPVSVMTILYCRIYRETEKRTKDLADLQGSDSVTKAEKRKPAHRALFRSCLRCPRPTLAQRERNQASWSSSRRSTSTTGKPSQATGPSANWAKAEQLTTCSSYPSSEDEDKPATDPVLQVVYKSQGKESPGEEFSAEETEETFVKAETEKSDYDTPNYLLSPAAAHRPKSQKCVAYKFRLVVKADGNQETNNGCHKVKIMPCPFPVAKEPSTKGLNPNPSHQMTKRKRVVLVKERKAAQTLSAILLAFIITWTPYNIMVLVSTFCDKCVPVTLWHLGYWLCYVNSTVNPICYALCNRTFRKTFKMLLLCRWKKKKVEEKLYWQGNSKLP
CHRM4 PAM: potentiates acetylcholine response at human M4 receptor; P08173; CHO-K1 hM4/Gqi5, Fluo-8 calcium fluorescence, ACh EC20; 0% = ACh EC20, 100% = maximal ACh; activation, % at 3 µM; hit rate 0.4% among 360,000; AID 624126;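 active = activation above its plate's cutoff, the mean activation of sample wells plus 3 SD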; note: some results filed as inactive read as strong as hits
Target sequence (P08173 whole entry, looked up): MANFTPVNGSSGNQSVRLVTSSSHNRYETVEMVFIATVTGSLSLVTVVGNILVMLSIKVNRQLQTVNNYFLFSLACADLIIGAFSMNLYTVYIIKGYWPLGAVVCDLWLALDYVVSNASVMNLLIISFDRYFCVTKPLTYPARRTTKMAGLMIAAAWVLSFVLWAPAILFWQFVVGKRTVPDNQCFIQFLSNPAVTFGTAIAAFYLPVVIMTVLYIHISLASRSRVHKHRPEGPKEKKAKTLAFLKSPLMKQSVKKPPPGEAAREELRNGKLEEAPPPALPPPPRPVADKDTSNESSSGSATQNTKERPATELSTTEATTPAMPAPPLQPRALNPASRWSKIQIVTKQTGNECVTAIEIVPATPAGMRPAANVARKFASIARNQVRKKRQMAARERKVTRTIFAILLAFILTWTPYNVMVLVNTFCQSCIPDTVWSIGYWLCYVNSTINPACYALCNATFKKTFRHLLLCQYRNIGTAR
CHRM5 antagonist: antagonists of human muscarinic M5 receptor (CHRM5) | CHO-hM5 cells, Fluo-8 calcium fluorescence, ACh EC80 | inhibition, % at 3 µM | P08912 | hit rate 0.59% among 360,000;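 active = inhibition above a per-plate cutoff, the mean of that plate's test compounds plus 3 SD, cut at about 27% in these data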;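 note: 0% = acetylcholine EC80 with DMSO and 100% = DMSO without agonist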
IDE cell inh: inhibitors of human insulin-degrading enzyme in cells; HEK cells, FAbetaB cleavage, fluorescence polarization; inhibition, % at 5.59 µM; hit rate 0.41% among 320,000; AID 434962;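 active = percent inhibition above the average of all tested compounds plus 3 SD, set per screening campaign, cut at about 16% in these data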;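 note: IDE supplied by intact live HEK cells; FP after avidin binding of uncleaved biotin substrate so inhibition keeps polarization high; 0% = DMSO wells and 100% = 60 µM reference IDE inhibitor Ii1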
CHRM4 agonist: agonists of human muscarinic M4 receptor (CHRM4) | P08173 | hit rate 0.14% among 360,000 | activation, % at 3 µM | AID 624127 | CHO-K1 hM4/Gqi5, Fluo-8 calcium fluorescence; vehicle 0%, full acetylcholine response 100%;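 active = activation above the run mean over all test wells plus 3 SD, cut at about 32% in these data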;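 note: peak over basal fluorescence ratio per well then scaled between controls; 0% = DMSO wells and 100% = acetylcholine at EC100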
M5 PAM: CHRM5 positive allosteric modulation. P08912. CHO-K1 hM5, Fluo-8 calcium, ACh EC20 PAM; 0% = ACh EC20, 100% = ACh EC100. activation, % at 3 µM. hit rate 0.3% among 360,000. AID 624038;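 active = activation above the run cutoff, the mean activation of all test compounds plus 3 SD, cut at about 18% in these data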
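System: CHO-K1 hM5 cells. Reagent: acetylcholine, EC20 level. Compound dosing: single dose, 3 µM nominal final test concentration. Timing: Post-acetylcholine fluorescence recording 140 s. Detection: Fluo-8 calcium fluorescence. Read-out: % activation, ACh-normalized. Benchmarks: ACh EC20 and EC100 wells. Repeats: singlicate, one well per test compound.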
M4 antag: blocks acetylcholine activation of human M4 receptor; hit rate 0.73% among 360,000; inhibition, % at 3 µM; CHO-hM4 cells, ACh EC80, Fluo-8 calcium fluorescence; AID 624125; P08173;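 active = inhibition above its plate's cutoff, the mean inhibition of sample wells plus 3 SD, cut at about 27% in these data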;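 note: 0% = acetylcholine EC80 with DMSO and 100% = DMSO without agonist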
CRFBP-R2 block: antagonists of CRF-binding protein/CRF-R2 receptor complex; HEK293 CRF-R2/CRF-BP, CRF-induced calcium fluorescence; inhibition, % at 11.8 µM; hit rate 0.59% among 350,000;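 active = inhibition of the ligand-induced calcium signal above about 50% at the single tested concentration, limit read from the data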
* hit, by the source's call.

For Clc1ccc(CN2CCCCCC2)cc1Cl the results were CRFR2-BP ag 17, CHRM5 agonist -2, CHRM4 PAM -3, CHRM5 antagonist -3, IDE cell inh 0, CHRM4 agonist 0, M5 PAM -5, M4 antag -4 and CRFBP-R2 block -10.
O=C1NC[C@@H](c2ccccc2)OC(=O)[C@H](Cc2ccc(F)cc2)C/C=C\C[C@@H]1CC(=O)N(CCO)Cc1ccccc1 was read as CRFR2-BP ag -1.0, CHRM5 agonist 0, CHRM4 PAM -13, CHRM5 antagonist 14, IDE cell inh -6, CHRM4 agonist 27, M5 PAM -29, M4 antag 27* and CRFBP-R2 block 4.
COc1ccc(-c2[nH]ncc2CN(Cc2nccn2C)C(C)C)c(F)c1 was read as CRFR2-BP ag -0.5, CHRM5 agonist -6, CHRM4 PAM -6, CHRM5 antagonist 15, IDE cell inh -1, CHRM4 agonist 2, M5 PAM 6, M4 antag -2 and CRFBP-R2 block 14.
For Cn1c(=O)n(C)c2cc([N+](=O)[O-])c(N3CCN(S(=O)(=O)c4ccccc4)CC3)cc21 the results were CRFR2-BP ag -1.7, CHRM5 agonist 3, CHRM4 PAM -5, CHRM5 antagonist -3, IDE cell inh -2, CHRM4 agonist 14, M5 PAM -10, M4 antag -1 and CRFBP-R2 block -20.
For Cc1[nH]n(-c2ccccc2)c(=O)c1CCOC(=O)c1ccc(C(F)(F)F)cc1 the results were CRFR2-BP ag -0.6, CHRM5 agonist 0, CHRM4 PAM -4, CHRM5 antagonist 6, IDE cell inh -1, CHRM4 agonist 2, M5 PAM -10, M4 antag 8 and CRFBP-R2 block 24.
For COCc1[nH]nc2c1C(c1ccccc1F)C(C#N)=C(N)O2 (stereo unspecified) the results were CRFR2-BP ag 0.3, CHRM5 agonist -1, CHRM4 PAM 2, CHRM5 antagonist 14, IDE cell inh 1, CHRM4 agonist 2, M5 PAM -1, M4 antag -6 and CRFBP-R2 block 9.
CCN(CC)CCN1C2=C(C(=O)CC(C)(C)C2)C(c2cccc(F)c2)C2=C1CC(C)(C)CC2=O was read as CRFR2-BP ag -1.8, CHRM5 agonist -1, CHRM4 PAM -2, CHRM5 antagonist 9, IDE cell inh -1, CHRM4 agonist -1, M5 PAM 6, M4 antag 6 and CRFBP-R2 block -1.
For O=C(O)c1ccccc1C(=O)OCCCc1ccncc1 the results were CRFR2-BP ag -0.5, CHRM5 agonist 4, CHRM4 PAM 18, CHRM5 antagonist 7, IDE cell inh 3, CHRM4 agonist 3, M5 PAM 4, M4 antag -4 and CRFBP-R2 block 0.
For COC(=O)c1cccc(NC(=O)Cn2cnc3c2c(=O)n(C)c(=O)n3C)c1 the results were CRFR2-BP ag -0.8, CHRM5 agonist 0, CHRM4 PAM 4, CHRM5 antagonist -2, IDE cell inh -2, CHRM4 agonist 1, M5 PAM 3, M4 antag 3 and CRFBP-R2 block 12.
For CCOC(=O)c1c(C)n(C)c2cc(Br)c(OC)cc12 the results were CRFR2-BP ag -0.9, CHRM5 agonist -5, CHRM4 PAM 8, CHRM5 antagonist -4, IDE cell inh 5, CHRM4 agonist -2, M5 PAM -8, M4 antag -6 and CRFBP-R2 block 2.
Screening COc1ccc(N2C(=O)CCC(C(=O)N3CCCCCC3)C2c2ccc(OC)c(OC)c2)cc1 (stereo unspecified) returned CRFR2-BP ag 0.0, CHRM5 agonist -1, CHRM4 PAM 0, CHRM5 antagonist -3, IDE cell inh 5, CHRM4 agonist 0, M5 PAM 0, M4 antag -8 and CRFBP-R2 block -10.
Cc1ccc2c(COC(=O)CNC(=O)c3ccccc3)cc(=O)oc2c1 was read as CRFR2-BP ag -1.7, CHRM5 agonist 0, CHRM4 PAM 5, CHRM5 antagonist -4, IDE cell inh 3, CHRM4 agonist 6, M5 PAM -5, M4 antag -3 and CRFBP-R2 block 9.
Screening CC(=O)Nc1ccc(NS(=O)(=O)c2cn(C)c(=O)n(C)c2=O)cc1 returned CRFR2-BP ag -3.5, CHRM5 agonist 0, CHRM4 PAM 2, CHRM5 antagonist -2, IDE cell inh -1, CHRM4 agonist 1, M5 PAM 2, M4 antag -7 and CRFBP-R2 block 20.
Screening O=C(NNc1cccc(Cl)n1)Nc1cccc(C(F)(F)F)c1 returned CRFR2-BP ag -3.3, CHRM5 agonist 0, CHRM4 PAM -6, CHRM5 antagonist 10, IDE cell inh 4, CHRM4 agonist 12, M5 PAM -14, M4 antag -16 and CRFBP-R2 block -11.
`CC(C)(C)OC(=O)N1CCC(C(=O)N[C@H](Cc2ccccc2)C(=O)O)CC1` gave CRFR2-BP ag 0.6, CHRM5 agonist 1, CHRM4 PAM -2, CHRM5 antagonist -2, IDE cell inh -5, CHRM4 agonist 0, M5 PAM 2, M4 antag 3 and CRFBP-R2 block -16.
O=C(N=Nc1c(O)[nH]c2ccc(F)cc12)C1COc2ccccc2O1 (stereo unspecified) was read as CRFR2-BP ag -0.5, CHRM5 agonist 2, CHRM4 PAM 2, CHRM5 antagonist 5, IDE cell inh 1, CHRM4 agonist 2, M5 PAM 1, M4 antag -3 and CRFBP-R2 block -3.
COc1ccc(Cc2nnc(NC(=O)Nc3ccc(F)cc3)s2)cc1 was read as CRFR2-BP ag 0.4, CHRM5 agonist -1, CHRM4 PAM 0, CHRM5 antagonist -1, IDE cell inh 1, CHRM4 agonist 1, M5 PAM 1, M4 antag 4 and CRFBP-R2 block 4.
`COc1cc2ccccc2cc1C(=O)Nc1ccc(C)cn1` gave CRFR2-BP ag -0.5, CHRM5 agonist -5, CHRM4 PAM 0, CHRM5 antagonist 5, IDE cell inh 0, CHRM4 agonist 1, M5 PAM 3, M4 antag 2 and CRFBP-R2 block -12.
Cc1cc(C)c(-n2c(O)c(C=NCCN3CCOCC3)c(=O)[nH]c2=O)c(C)c1 was read as CRFR2-BP ag -3.5, CHRM5 agonist -1, CHRM4 PAM -3, CHRM5 antagonist 0, IDE cell inh 5, CHRM4 agonist 1, M5 PAM -4, M4 antag -2 and CRFBP-R2 block 3.
COC(=O)c1cc(S(=O)(=O)NCc2cccc(OC)c2)cn1C was read as CRFR2-BP ag -1.7, CHRM5 agonist 5, CHRM4 PAM 0, CHRM5 antagonist 1, IDE cell inh 6, CHRM4 agonist 1, M5 PAM 0, M4 antag 2 and CRFBP-R2 block 2.
For CCOc1ccc(NS(=O)(=O)c2ccc(C(=O)NCCN3CCOCC3)cc2)cc1 the results were CRFR2-BP ag 0.1, CHRM5 agonist -1, CHRM4 PAM 15, CHRM5 antagonist -5, IDE cell inh -10, CHRM4 agonist 1, M5 PAM -3, M4 antag -16 and CRFBP-R2 block -15.
Screening Cn1cc(C=O)c(-c2ccc3c(c2)OCCCO3)n1 returned CRFR2-BP ag 0.0, CHRM5 agonist -1, CHRM4 PAM 1, CHRM5 antagonist 1, IDE cell inh -17, CHRM4 agonist 1, M5 PAM 3, M4 antag -6 and CRFBP-R2 block -1.
COCCCNC(=O)c1cc(-c2cccnc2)nc2ccccc12 was read as CRFR2-BP ag 0.2, CHRM5 agonist 3, CHRM4 PAM -13, CHRM5 antagonist 2, IDE cell inh -3, CHRM4 agonist 4, M5 PAM 2, M4 antag 8 and CRFBP-R2 block 6.
CSCC[C@H](NC(=O)Nc1ccc(Oc2ccccc2)cc1)C(=O)O was read as CRFR2-BP ag 0.3, CHRM5 agonist -1, CHRM4 PAM 5, CHRM5 antagonist -3, IDE cell inh 7, CHRM4 agonist 0, M5 PAM 9, M4 antag 6 and CRFBP-R2 block -4.
COc1ccc2cc(C3(C)NC(=O)N(CC(=O)NCCC4=CCCCC4)C3=O)ccc2c1 (stereo unspecified) was read as CRFR2-BP ag 0.0, CHRM5 agonist 1, CHRM4 PAM 3, CHRM5 antagonist 12, IDE cell inh 10, CHRM4 agonist 4, M5 PAM -4, M4 antag 14 and CRFBP-R2 block -6.
`O=c1[nH]c(=O)n2c(c1-c1ccccc1)OC(CBr)C2` (stereo unspecified) gave CRFR2-BP ag -2.0, CHRM5 agonist 0, CHRM4 PAM 1, CHRM5 antagonist 9, CHRM4 agonist 1, M5 PAM -4, M4 antag 0 and CRFBP-R2 block 10.
Screening CCC(NC(C)C)C(O)c1ccc(O)c(O)c1 (stereo unspecified) returned CRFR2-BP ag -0.1, CHRM5 agonist 0, CHRM4 PAM -1, CHRM5 antagonist -4, IDE cell inh 5, CHRM4 agonist 1, M5 PAM -2, M4 antag -3 and CRFBP-R2 block -42.
`CCOC(=O)C(=O)N(C)c1c(CC)nc2c(OCc3cccc(Cl)c3)cccn12` gave CHRM5 agonist -2, CHRM4 PAM -2, CHRM5 antagonist -2, CHRM4 agonist -1, M5 PAM 4 and M4 antag 3.
For CN(C)c1cccc2c1c(NC(=O)c1ccc(F)cc1)nn2C the results were CRFR2-BP ag -5.0, CHRM5 agonist -2, CHRM4 PAM -1, CHRM5 antagonist 2, IDE cell inh 9, CHRM4 agonist 1, M5 PAM 9, M4 antag 7 and CRFBP-R2 block 9.
N#CCCN(Cc1cccs1)C(=O)Nc1ccc(F)cc1 was read as CRFR2-BP ag -0.9, CHRM5 agonist 0, CHRM4 PAM 10, CHRM5 antagonist -3, IDE cell inh 6, CHRM4 agonist 1, M5 PAM -2, M4 antag 1 and CRFBP-R2 block -31.

Ordered by number of heavy atoms (ascending): part of the list above
N#CCCN(Cc1cccs1)C(=O)Nc1ccc(F)cc1 was read as CRFR2-BP ag -0.9, CHRM5 agonist 0, CHRM4 PAM 10, CHRM5 antagonist -3, IDE cell inh 6, CHRM4 agonist 1, M5 PAM -2, M4 antag 1 and CRFBP-R2 block -31.
`COc1cc2ccccc2cc1C(=O)Nc1ccc(C)cn1` gave CRFR2-BP ag -0.5, CHRM5 agonist -5, CHRM4 PAM 0, CHRM5 antagonist 5, IDE cell inh 0, CHRM4 agonist 1, M5 PAM 3, M4 antag 2 and CRFBP-R2 block -12.
For CN(C)c1cccc2c1c(NC(=O)c1ccc(F)cc1)nn2C the results were CRFR2-BP ag -5.0, CHRM5 agonist -2, CHRM4 PAM -1, CHRM5 antagonist 2, IDE cell inh 9, CHRM4 agonist 1, M5 PAM 9, M4 antag 7 and CRFBP-R2 block 9.

Remaining list, next part:
`Cc1cc(C)cc(NC(=O)CC23CC4CC(C2)CC(n2nnc(C)n2)(C4)C3)c1` gave CRFR2-BP ag -4.7, CHRM5 agonist -6, CHRM4 PAM -2, CHRM5 antagonist -1, IDE cell inh 5, CHRM4 agonist -3, M5 PAM -7, M4 antag 4 and CRFBP-R2 block 19.
For Cc1ccc(-c2noc(CSc3nnc(Cc4ccccc4)n3-c3cccc(C)c3)n2)cc1 the results were CRFR2-BP ag 15, CHRM5 agonist 0, CHRM4 PAM 7, CHRM5 antagonist -4, IDE cell inh -4, CHRM4 agonist 3, M5 PAM 3, M4 antag -7 and CRFBP-R2 block -5.
For Cc1ccc(S(=O)(=O)N(CCC(=O)O)c2ccccc2)cc1 the results were CRFR2-BP ag 1.5, CHRM5 agonist 1, CHRM4 PAM 6, CHRM5 antagonist 5, IDE cell inh -1, CHRM4 agonist 6, M5 PAM -5, M4 antag -4 and CRFBP-R2 block -4.
`Cc1ccc(S(=O)(=O)N2CCN(C(=O)c3ccccc3-c3nc4ccccc4s3)CC2)c(C)c1` gave CRFR2-BP ag 4.5, CHRM5 agonist 4, CHRM4 PAM 6, CHRM5 antagonist -2, IDE cell inh -5, CHRM4 agonist 1, M5 PAM -5, M4 antag -10 and CRFBP-R2 block -17.

Source: PubChem (several laboratories)

An unsorted share of the library; about 2.9% have a hit in one of these screens.
